LDHA block: LDHA (human) enzyme inhibition; P00338; purified LDHA, NADH/diaphorase-resazurin fluorescence; active compounds read low; 480,000 tested, 0.15% active; activity change, % (values are at about 110 or 230 µM); in the data active means activity change below about -30%; inconclusive means mostly about -25% to -30%;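 further: plate controls were DMSO wells for no effect and wells without enzyme for full effect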
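LDH5 2 nM; NADH 0.06 mM, pyruvate 0.2 mM; 200 mM Tris pH 7.4, EDTA, Tween-20; 5 min RT. Detection: diaphorase 0.133 mg/mL + resazurin 37 µM, fluorescence ex540/em590 at 0 and 20 min; normalized to enzyme-free and DMSO wells.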
Vif-APOBEC3F blk: Vif-A3F binding inhibition; 390,000 tested, 0.2% active; Potency, µM (top dose mostly 46.1 µM), inactives show top-dose activity, negative = active; HeLa A3F-eYFP + Vif (tagged APOBEC3F with the HIV-1 protein that degrades it), YFP fluorescence increase; further: potency means the concentration at half of the fitted maximal effect; % of control where 0% means no effect; nearly all actives have a fitted effect of over 65% in size
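Fluorescence increase (Ex 488/Em 500-530) after overnight compound treatment at 37 deg C flags inhibition of Vif-driven A3F-eYFP loss in stable HeLa A3F-eYFP/Vif cells seeded overnight beforehand.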
RGS4 inhibitor: human RGS4 inhibition | Transcreener GDP fluorescence polarization, RGS4-accelerated GTP hydrolysis | Potency, µM (series often up to 114 µM), for the others: at the highest dose activity change, negative = inhibition, most hits filed as inhibitors | P49798 | 390,000 tested, 0.039% active; further: potency means the concentration at half of the fitted maximal effect; on the % scale 0 is the no-effect control and ±100 the full control effect; nearly all actives have a fitted effect of over 75% in size; some results filed as inactive show a strong effect at the top dose
Target sequence (P49798 whole entry, looked up): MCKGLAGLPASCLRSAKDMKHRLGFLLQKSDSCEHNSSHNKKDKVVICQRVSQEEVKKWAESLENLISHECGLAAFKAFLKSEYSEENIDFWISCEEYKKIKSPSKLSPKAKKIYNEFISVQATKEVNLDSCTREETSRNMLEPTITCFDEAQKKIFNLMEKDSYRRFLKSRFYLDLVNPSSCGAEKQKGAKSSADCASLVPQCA
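MLSMR compounds (23 nl, pin-transferred) preincubated 10 min at room temperature with a 500nM (2x) first reagent, then RGS4 at 900nM (2x) plus Transcreener GDP mix added; fluorescence polarization (620/688 nm) read before and after 90 min at 30 °C.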
Glioma ERSR ind: inducers of ER stress response in human glioma cells; AID 602332; U87-MG GRP78 promoter luciferase reporter, 16 h; 420,000 tested, 0.02% active; Potency, µM, inactives show at the highest dose activation, usual class: activators; further: potency means the concentration at half of the fitted maximal effect; series mostly up to about 76 µM; % of control where 0% means no effect; nearly all actives have a fitted effect of over 35% in size
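Stably transfected U87-MG human glioma cells carrying a GRP78-based luminescent sensor were seeded at 1000 cells/well, pin-dosed with compounds and incubated 16 h. Luciferase reagent was then added, and end-point luminescence was read after 10 min at room temperature.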
Vif-APOBEC3G blk: Vif-A3G binding inhibition | Q9HC16 | HeLa A3G-eYFP + Vif (tagged APOBEC3G with the HIV-1 protein that degrades it), YFP fluorescence, overnight | Potency, µM (series often up to 46.1 µM), for inactives: top-dose activity, negative = active, actives largely listed as inhibitors | 410,000 tested, 0.076% active;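 further: potency means the concentration at half of the fitted maximal effect; on the % scale 0 is the no-effect control and ±100 the full control effect; nearly all actives have a fitted effect of over 60% in size; hits raise eYFP signal because A3G escapes Vif-driven loss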
Target sequence (Q9HC16 whole entry, looked up): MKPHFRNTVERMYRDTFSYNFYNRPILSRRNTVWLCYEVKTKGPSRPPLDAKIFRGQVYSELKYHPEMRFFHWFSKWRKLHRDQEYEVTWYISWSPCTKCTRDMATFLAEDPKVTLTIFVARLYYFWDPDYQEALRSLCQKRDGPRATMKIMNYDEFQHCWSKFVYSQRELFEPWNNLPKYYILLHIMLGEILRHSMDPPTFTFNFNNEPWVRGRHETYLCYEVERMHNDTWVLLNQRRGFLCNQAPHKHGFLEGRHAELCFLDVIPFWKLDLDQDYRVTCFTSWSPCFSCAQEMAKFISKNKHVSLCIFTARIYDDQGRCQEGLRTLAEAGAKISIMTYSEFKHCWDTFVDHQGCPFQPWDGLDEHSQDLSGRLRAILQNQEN
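Read-out is eYFP fluorescence (Ex 488/Em 500-530) from Vif-expressing HeLa A3G-eYFP cells; more signal means A3G escaped Vif-mediated degradation. Cells plated overnight, compound pinned in, incubated overnight at 37 deg C.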
TrxR1 inh: blocks rat thioredoxin reductase 1 | O89049 | recombinant rTrxR1, NADPH fluorescence consumption, selenite substrate | 390,000 tested, 1% active | Potency, µM (series often up to 114 µM), for inactives: at the top dose activity change, negative = inhibition, hits mostly inhibitors; further: potency means the concentration at half of the fitted maximal effect; on the % scale 0 is the no-effect control and ±100 the full control effect; nearly all actives have a fitted effect of over 65% in size
Target sequence (O89049 whole entry, looked up): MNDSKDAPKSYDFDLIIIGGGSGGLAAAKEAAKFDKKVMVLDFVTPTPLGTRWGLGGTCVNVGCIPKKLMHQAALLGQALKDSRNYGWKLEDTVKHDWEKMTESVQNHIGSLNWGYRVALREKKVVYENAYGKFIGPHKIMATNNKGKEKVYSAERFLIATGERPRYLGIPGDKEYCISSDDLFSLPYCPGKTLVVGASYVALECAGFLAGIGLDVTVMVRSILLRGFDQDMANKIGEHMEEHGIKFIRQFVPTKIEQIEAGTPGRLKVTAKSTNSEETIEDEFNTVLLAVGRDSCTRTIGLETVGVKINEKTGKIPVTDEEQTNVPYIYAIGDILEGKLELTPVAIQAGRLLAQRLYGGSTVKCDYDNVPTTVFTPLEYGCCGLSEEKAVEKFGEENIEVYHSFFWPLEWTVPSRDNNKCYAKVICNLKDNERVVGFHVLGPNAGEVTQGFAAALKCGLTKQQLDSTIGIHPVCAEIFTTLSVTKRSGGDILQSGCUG
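Rat TrxR1 (90 nM in the dispensed reagent) was pre-reduced with 400 uM NADPH for 5 min at room temperature, then incubated with compound for 15 min. After 400 uM selenite was added, NADPH fluorescence (Ex 340/Em 450 nm) was followed for 8 min.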
IDH1 R132H inh: blocks human mutant IDH1 R132H enzyme; O75874; IDH1-R132H enzyme, NADPH consumption, diaphorase/resazurin fluorescence; Potency, µM (top dose mostly 76.6 µM), inactives show at the top dose activity change, negative = inhibition, hits mostly inhibitors; 390,000 tested, 0.093% active; AID 602179; further: potency means the concentration at half of the fitted maximal effect; on the % scale 0 is the no-effect control and ±100 the full control effect; nearly all actives have a fitted effect of over 65% in size
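IDH1-R132H (0.5 ug/mL) preincubated 30 min with compound, then NADPH (0.016 mM) and alpha-KG (2 mM) added; 80 min at RT, pH 7.5. Remaining NADPH coupled via diaphorase/resazurin to fluorescence (540/590 nm); concentration-response curves normalized to no-enzyme control.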
TrxR1 substrate: rat thioredoxin reductase 1 substrate activity | purified TrxR1 substrate turnover, NADPH consumption readout | Potency, µM (series often up to 114 µM), inactives show at the top dose activity change, negative = substrate turnover | 390,000 tested, 0.01% active | O89049; further: potency means the concentration at half of the fitted maximal effect; on the % scale 0 is the no-effect control and ±100 the full control effect; nearly all actives have a fitted effect of over 50% in size
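Rat TrxR1, dispensed at 90 nM, was prereduced with 400 uM NADPH (final) for 5 min at ~22 deg C, then incubated with compound 15 min before 400 uM selenite. A first-read NADPH fluorescence drop versus no-compound background flagged substrates.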
USP1 inh: blocks the human USP1/UAF1 deubiquitinase complex | AID 743255 | Potency, µM (highest dose often 57.1 µM), inactives show top-dose activity change, negative = inhibition, actives largely listed as inhibitors | recombinant USP1/UAF1, Ub-Rhodamine cleavage fluorescence | O94782 | 390,000 tested, 0.23% active; further: potency means the concentration at half of the fitted maximal effect; on the % scale 0 is the no-effect control and ±100 the full control effect; nearly all actives have a fitted effect of over 60% in size; inactives centre near -12
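In this screen, compounds sit with the deubiquitinase complex (1nM) for 15 min at room temperature before Ub-Rho is added at 150nM final. Fluorescence rise is then followed for 6 reads every 60 seconds.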
The depositor's hits bear a star; ? = inconclusive; & = joins results of further samples; [ ] = dose if it differs, or a comment. Unless noted, the call rests on the fitted dose curve; in most records, active means well fitted curve in the direction sought with a large enough effect; inconclusive means small, poorly fitted or top-dose-only effect, or another doubt; inactive means no such curve, though single readings can be large; an effect the other way counts as inactive or inconclusive. Only part of the results is shown (hit frequency here may not be typical).

Value order: LDHA block | Vif-APOBEC3F blk | RGS4 inhibitor | Glioma ERSR ind | Vif-APOBEC3G blk | TrxR1 inh | IDH1 R132H inh | TrxR1 substrate | USP1 inh
O=C(O)CN(c1ccc2c(c1)OCCO2)S(=O)(=O)c1ccccc1
→ -4 | 7% | -7%[11.4 µM] | -4% | 0% | 12%[57.1 µM] | 6% | 8%[57.1 µM] | -20%
Cc1cccc(C(=O)Nc2ccc(NC(=O)CN3CCOCC3)cc2)c1
→ 3 | 6% | -4% | -5% | -2% | 23% | -2% | 1% | -21%
COc1ccc(/C=N/NC(=O)C(C)n2cnc3ccccc3c2=O)cc1 (stereo not drawn)
→ -2 | 6% | -8% | -3% | -2% | 5%[57.1 µM] | 2% | 5%[57.1 µM] | -8%
O=c1c(-c2ccccc2)coc2cc(O)ccc12
→ 1 | -2% | -3% | 0% | 1% | -3% | -15% | 29% | -20%
Cc1cc(C)c2sc(NC(=O)c3ccc([N+](=O)[O-])o3)nc2c1
→ 3 | ? | -4% | -1% | -8% | 5%[57.1 µM] | 5% | 5%[57.1 µM] | -24%
O=C(c1ccc(=O)[nH]c1)N1CCCc2ccccc21
→ -4 | 4% | 23% | -2% | -4% | 9% | 0% | 0% | -13%
Cc1cc(OC(C)C(=O)NC(Cc2c[nH]c3ccc(O)cc23)C(=O)O)c2c(C)c(C)c(=O)oc2c1 (stereo not drawn)
→ 12 | 7% | 8% | 0% | -1% | 11µM* | -6% | 25% | 5%
Cc1cc(C)n(C2CCCCC2OC(=O)c2ccccc2)n1 (stereo not drawn)
→ 4 | -7% | 5% | -1% | -4% | 12%[57.1 µM] | 6% | 0%[57.1 µM] | -11%
Cc1ccc(NC(=O)CN2C(=O)CC(c3ccc(F)cc3)=Nc3ccccc32)cc1F
→ -12 | ? | 17% | -1% | -8% | 23%[57.1 µM] | 16% | 2%[57.1 µM] | -6%
CCOC(=O)c1cnc(SCC(=O)Nc2cc(OC)ccc2OC)nc1N
→ -2 | -6% | ? | -5% | 1% | 24%[57.1 µM] | 3% | 17%[57.1 µM] | -9%
CC(C)(C)OC(=O)N1CCC[C@@H]1C(=O)N1CCC(C(=O)O)CC1
→ -7 | -10% | 3% | 0% | -1% | -2% | -4% | -7% | -11%
O=C(CCCC(=O)OCC(F)(F)C(F)F)Nc1nccs1
→ -8 | -6% | -18% | -2% | -2% | 21% | 2% | 10% | -21%
Cc1ccnc(NC(=O)c2ccc3c(c2)C(=O)N(CC2CCCO2)C3=O)c1 (stereo not drawn)
→ -4 | -8% | -16% | -6% | -3% | 12% | 19% | -2% | -9%
O=C(O)CSc1nnc(-c2ccncc2)n1-c1ccc(Cl)cc1
→ -9 | -2% | 23% | -4% | 2% | -4% | -3% | -9% | -6%
COc1ccc(NC(=O)NN2CCN(C)CC2)c(OC)c1
→ -3 | -13% | 15% | 3% | 6% | -7% | -3% | -3% | -6%
CCOC(=O)CCCn1ncn2c(cc3occc32)c1=O
→ 10 | -3% | 4% | 6% | 1% | -3% | 4% | -6% | -5%
O=C(Cn1nc2sc3ccccc3n2c(=O)c1=O)c1cccs1
→ -2 | -1% | 5% | -2% | 3% | 13% | 1% | -3% | -11%
O=[N+]([O-])c1ccc(COc2cccc(CN3CCOCC3)c2)cc1
→ 2 | 4% | -11% | 0% | 3% | -6% | 10% | -7% | -30%
COc1ccc(N2C(=O)c3ccccc3S2(=O)=O)cc1
→ -11&-7 | 2% | 1%[11.4 µM] | 3% | 2% | 18% | -3% | 0% | -7%
CCOC(=O)Nc1csnn1
→ -4 | 1% | -30% | -3% | 3% | 1% | 2% | 4% | -12%
O=C(COc1ccc(Br)cc1F)NC1CCN(Cc2ccccc2)CC1
→ -4 | -13% | 27% | 3% | -1% | -8% | -3% | -10% | 0%
CC(C)c1ccc(C(O)c2nc3ccccc3n2C)cc1 (stereo not drawn)
→ 2 | -17% | 2% | 2% | 0% | 12% | 10% | 2% | -22%
CCc1ccc(C(=O)COC(=O)c2ccccc2OC)cc1
→ 3 | 3% | -13% | 9% | -5% | 18% | 3% | -3% | -23%
Cc1nc2c(C(=O)N3CCOCC3)cnn2c(C)c1Cc1ccc(Cl)cc1
→ 2 | -11% | 7% | -1% | -1% | -16% | 3% | 58%[activator] | -5%
O=C(NN1CCOCC1)c1ccc(F)cc1
→ -4 | -5% | 15% | -3% | 1% | 18% | -9% | -1% | -11%
Cc1ccc2nc(SCC(=O)Nc3ccc4sc(C)nc4c3)c(C#N)cc2c1
→ -9 | 11µM* | 23% | 1% | -4% | 3% | -3% | 0% | -12%
COc1ccc(CNC(=O)C2CCN(C(=O)c3csc(Nc4ccc(C)cc4)n3)CC2)cc1
→ -12 | 8% | -27% | -2% | -9% | 47%[activator][57.1 µM] | 4% | 12%[57.1 µM] | -11%
COCCN(C(=O)COC(=O)CCc1ccccc1)c1c(N)n(Cc2ccccc2)c(=O)[nH]c1=O
→ -11 | 3% | -11% | -2% | -4% | -1% | -1% | -7% | -7%
O=C(CSc1nc(-c2ccccc2Cl)ns1)NCc1ccc2c(c1)OCO2
→ -2 | 2% | 5% | -1% | -5% | -2% | 4% | -5% | -18%
Cc1cc(C)n(CCNC(=O)c2ccc3c(c2)OCO3)n1
→ -5 | -3% | 16% | 4% | 3% | -18% | -1% | -13% | -20%

5 compounds out of the list, sorted by molar mass, ascending:
Value order: LDHA block | Vif-APOBEC3F blk | RGS4 inhibitor | Glioma ERSR ind | Vif-APOBEC3G blk | TrxR1 inh | IDH1 R132H inh | TrxR1 substrate | USP1 inh
CC(C)(C)OC(=O)N1CCC[C@@H]1C(=O)N1CCC(C(=O)O)CC1
→ -7 | -10% | 3% | 0% | -1% | -2% | -4% | -7% | -11%
O=C(Cn1nc2sc3ccccc3n2c(=O)c1=O)c1cccs1
→ -2 | -1% | 5% | -2% | 3% | 13% | 1% | -3% | -11%
O=C(O)CN(c1ccc2c(c1)OCCO2)S(=O)(=O)c1ccccc1
→ -4 | 7% | -7%[11.4 µM] | -4% | 0% | 12%[57.1 µM] | 6% | 8%[57.1 µM] | -20%
Cc1cccc(C(=O)Nc2ccc(NC(=O)CN3CCOCC3)cc2)c1
→ 3 | 6% | -4% | -5% | -2% | 23% | -2% | 1% | -21%
Cc1ccc(NC(=O)CN2C(=O)CC(c3ccc(F)cc3)=Nc3ccccc32)cc1F
→ -12 | ? | 17% | -1% | -8% | 23%[57.1 µM] | 16% | 2%[57.1 µM] | -6%

The list continues.
mol,LDHA block,Vif-APOBEC3F blk,RGS4 inhibitor,Glioma ERSR ind,Vif-APOBEC3G blk,TrxR1 inh,IDH1 R132H inh,TrxR1 substrate,USP1 inh
Nc1ccc(Cl)c(S(=O)(=O)Nc2ccc(Cl)cc2)c1,-12,-4%,-2%,-7%,0%,8%,-1%,-4%,-12%
O=C(C1CCCN(Cc2ccc(Br)cc2)C1)N1CCCCC1 (stereo not drawn),-14,-2%,-17%,-5%,3%,5%,-7%,6%,-21%
Cn1c(=O)oc2cc(S(=O)(=O)Nc3ccc(Cl)cc3F)ccc21,-11,-2%,-8%,-3%,1%,16%[57.1 µM],-4%,6%[57.1 µM],-7%
S=C(Nc1ccccc1Cl)N1CCOCC1,-7,2%,-26%,1%,0%,-27%,0%,11%[57.1 µM],-16%
COc1ccc(-c2cc(N)n(S(=O)(=O)Cc3ccccc3)n2)c(OC)c1,-1,1%,-5%,-5%,-1%,5%,1%,-3%,-28%
Cc1ccc(Cl)cc1NC(=O)C1CCN(S(=O)(=O)c2cccc3nonc23)CC1,3,-6%,-20%,-7%,2%,3%,8%,-1%,?
COc1ccc(C2C(C(C)=O)=C(O)C(=O)N2CCO)c(OC)c1 (stereo not drawn),-1,2%,-27%,-3%,0%,18%[57.1 µM],2%,-3%[57.1 µM],-15%
O=C(O)c1ccccc1Nc1ccnc(C(F)(F)F)c1,-8,2%,17%,1%,-10%,-13%,-4%,-16%,-13%
COc1ccc(C(=O)c2cnc(/N=C/N(C)C)s2)cc1,1,-1%,53%,7%,2%,-6%,5%,-7%,-5%
Cc1ccc(S(=O)(=O)N2CCOCC2)cc1C(=O)NCCN1C(=O)S/C(=C\c2ccccc2Cl)C1=O,-8,3%,0%,-3%,-2%,-6%,-7%,-5%,-20%
COc1ccc(C(=O)Nc2cccnc2)cc1,-14,-1%,14%,4%,0%,23%,7%,10%,-14%
CCCCC1CCC(C(=O)N(C)CC(=O)Nc2cccc(OC)c2)CC1 (stereo not drawn),-1,-18%,16%,-3%,8%,18%,3%,-3%,-24%
O=C(CCn1c(=S)[nH]c2ccccc2c1=O)NCCCN1CCOCC1,1,-3%,56%[activator],-4%,-1%,-15%,14%,-3%,-6%
CC(C)(C)OC(=O)N1CCC(c2c(C(=O)N3CCc4ccccc4C3)cnn2-c2ccc(Cl)cc2)CC1,-2,-4%,-41%,-4%,4%,2%,12%,-2%,?

High-throughput results (PubChem)
